NPY Y2 blocker – NPY-Y2 receptor antagonists, primary screen, cell-based | Neuropeptide Y receptor type 2 (Homo sapiens), P49146 | NPY-Y2 expressing cells, antagonist mode | inhibition, % at 2.7 µM | hit rate 0.99% among 140,000; in the data active means inhibition above about 17%;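 further: 0% = vehicle with agonist challenge and 100% = reference antagonist with challenge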
Target sequence (P49146 whole entry, looked up): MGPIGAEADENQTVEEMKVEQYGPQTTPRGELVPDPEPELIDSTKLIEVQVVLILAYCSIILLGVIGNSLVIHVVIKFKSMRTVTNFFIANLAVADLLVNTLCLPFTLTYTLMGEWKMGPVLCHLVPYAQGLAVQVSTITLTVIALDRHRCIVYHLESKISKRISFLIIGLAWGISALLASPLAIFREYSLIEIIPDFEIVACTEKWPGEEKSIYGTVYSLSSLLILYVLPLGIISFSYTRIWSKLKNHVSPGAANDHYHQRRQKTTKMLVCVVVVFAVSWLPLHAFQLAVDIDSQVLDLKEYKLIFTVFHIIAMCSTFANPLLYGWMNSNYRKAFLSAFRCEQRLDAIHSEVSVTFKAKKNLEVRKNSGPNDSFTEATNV
MRP-1 activ – H69AR viability gain despite doxorubicin, primary screen, MRP-1 activator project, H69AR cells, CellTiter-Glo | viability rescue | viability increase, % at 10 µM | hit rate 0.61% among 140,000 | AID 799, 2007;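 active means viability gain under doxorubicin at or above a set limit, the compound median plus 3 SD, cut at about 4.7% in these data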;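 further: MRP-1 overexpressing cells given doxorubicin 25 µM after compound pretreatment; 18-22 h compound pretreatment then 72 h with doxorubicin before readout; 0% = doxorubicin-only wells and 100% = vehicle-treated cells without doxorubicin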
Measles CPE – compounds protecting cells from measles virus cytopathic effect, primary screen, measles RdRp inhibitor project, single point, MLSMR library, absorbance | hit rate 1.5% among 140,000 | Measles virus-infected cells, CPE protection | protection (pct of control), % at 4 µM; in the data active means protection mostly above about 24%, no sharp cut-off; inactive means mostly below about 26%; further: some compounds called inactive have numbers as strong as hits
GALR2 blocker – GALR2 antagonists in receptor-expressing cells, primary screen; Galanin receptor type 2 (Homo sapiens), O43603; antagonist mode; inhibition, % at 4 µM; hit rate 0.39% among 140,000; AID 828, 2007; in the data active means inhibition above about 27%;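 further: cells stimulated with galanin 1-16 at roughly its EC80; 0% = agonist challenge control and 100% = basal control without agonist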
Target sequence (O43603 whole entry, looked up): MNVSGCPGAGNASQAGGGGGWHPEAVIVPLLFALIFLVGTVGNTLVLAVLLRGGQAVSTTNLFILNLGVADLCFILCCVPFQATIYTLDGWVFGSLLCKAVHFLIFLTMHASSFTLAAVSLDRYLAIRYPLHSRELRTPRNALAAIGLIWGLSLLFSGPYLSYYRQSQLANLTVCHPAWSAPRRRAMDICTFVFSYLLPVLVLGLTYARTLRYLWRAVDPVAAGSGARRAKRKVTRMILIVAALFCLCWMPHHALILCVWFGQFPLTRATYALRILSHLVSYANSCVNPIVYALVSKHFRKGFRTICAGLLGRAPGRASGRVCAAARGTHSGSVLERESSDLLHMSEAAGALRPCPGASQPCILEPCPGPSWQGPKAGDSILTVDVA
BB579 growth dn – growth inhibitors of yeast BB579 in restrictive medium, primary screen, yeast lifespan-shortening project, S. cerevisiae | OD615, 48 h | AID 804, 2007 | inhibition, % at 10 µM | hit rate 0.51% among 140,000;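 active means inhibition above a set limit, 3 SD over the mean compound inhibition, cut at about 44% in these data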; further: inactives centre near -24
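Test system: Saccharomyces cerevisiae DeaD strain BB579, replicative lifespan model yeast | Buffer or medium: Restrictive CSMM-D medium | Doses: One dose, 10 µM compound with 0.25% DMSO | Incubation: 48 h exposure, 30 °C | Detection: Culture absorbance at 615 nm | Control set: Amphotericin B at 10 µg/mL as positive control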
PTEN del growth – growth suppression of PTEN-null HCT116, primary screen, cell-based, CellTiter-Glo; viability, % at 10 µM; hit rate 1.2% among 140,000; HCT116 PTEN-null viability, 60 h; stronger effect = lower value;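 active means viability at or below a set limit, 4 SD under the median of all tested compounds, cut at about 3.7% in these data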;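 further: PTEN knockout HCT116 line with beta catenin targeted HCT116 as companion control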
bCat KO growth – primary screen for growth suppressors in beta-catenin knockout HCT116 cells (colon tumor, human). hit rate 1.5% among 140,000. viability, % at 10 µM. HCT116 beta-catenin knockout viability, CellTiter-Glo, 60 h; stronger effect = lower value;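 active means viability at or under a set limit, the compound median less 4 SD, cut at about 6% in these data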;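 further: 0% = Hyamine 1622 control at 20 µM and 100% = untreated cell control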
E-sel TNF inh – E-selectin induction blockers in HUVEC – imaging, immunofluorescence, high content, primary screen; HUVEC TNFa-induced E-selectin immunofluorescence; inhibition, % at 2 µM; hit rate 0.71% among 120,000; AID 1246, 2008;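 active means inhibition above the batch mean plus 3 SD, and confirmed as a hit on visual image review, cut at about 43% in these data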;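 further: 0% = TNF-stimulated DMSO wells and 100% = unstimulated control wells; not every result past the cut was called active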
Phagocytosis inh – inhibitors of macrophage phagocytosis, primary screen, imaging, J774A.1 cells, IgG beads; hit rate 0.07% among 110,000; inhibition, % at 5 µM; J774A.1 macrophage IgG-bead phagocytosis;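 active means inhibition above the mean of the plate negative controls plus 5 SD, cut at about 13% in these data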;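 further: phagocytic index as fraction of beads internalized from green versus red external bead signal; plate controls were DMSO negative control for no effect and cytochalasin-D positive control for full effect; some results beyond the cut were filed as inactive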
Yeast lifespan up – compounds extending yeast replicative lifespan, primary screen, S. cerevisiae, OD615; S. cerevisiae growth with nicotinamide; deaD strain in restrictive glucose medium; inhibition of the nicotinamide effect, % at 10 µM; hit rate 0.68% among 130,000; AID 775, 2007;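 active means inhibition above a set limit, placed 3 SD over the median of all compounds, cut at about 26% in these data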;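 further: 0% = nicotinamide-treated wells and 100% = cells grown without nicotinamide; some compounds called inactive have numbers as strong as hits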
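Test system – modified budding yeast, DeaD strain · Compound – single dose 10 µM compound, 0.25% DMSO · Times – culture preincubation 4 h, compound exposure 48 h, both 30 °C · Detection – optical density (absorbance) at 615 nm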
Active calls of the source: *; x = not tested or not shown.

1) COc1cccc(C(O)c2nc3ccccc3n2C(C)C)c1 (stereo not given)
2) CCc1cccc(OCC(=O)Nc2ccc(S(=O)(=O)Nc3onc(C)c3C)cc2)c1
3) CCn1c(SCC(=O)Nc2ccccc2)nc2c1c(=O)n(C)c(=O)n2C
4) CC(=O)Nc1nonc1-c1nc2ccccc2n1Cc1ccccc1
5) CC(C)(C)Nc1nc(N2CCCC2)nc(N2CCCC2)n1
6) COc1ccc(C)cc1-n1nnnc1SCC(=O)c1cc(C)n(Cc2ccco2)c1C
7) COc1ccccc1NC(=O)CN1CCN(CC(=O)Nc2cc(NC(C)=O)ccc2OC)CC1
8) CCN(CC)C(=O)CSc1nnc(-c2ccco2)n1Cc1ccco1
compound no.	1	2	3	4	5	6	7	8
NPY Y2 blocker	2	-1	3	10	15	14	0	7
MRP-1 activ	-1.8	2.0	-2.3	-0.8	-6.1	-1.6	-1.4	-0.8
Measles CPE	11	2	8	5	21	-1	8	22
GALR2 blocker	-6	-4	10	-11	4	-6	1	0
BB579 growth dn	-1	-32	-10	-33	-21	-46	-64	13
PTEN del growth	76	107	102	73	5	104	88	97
bCat KO growth	78	100	89	75	7	97	89	98
E-sel TNF inh	-13	x	-14	-55	2	-7	x	25
Phagocytosis inh	-1	0	x	2	2	1	x	-1
Yeast lifespan up	-5	-10	x	-10	-18	2	-10	-10

9) CCOc1ccc(CNC(=O)C2CCN(S(=O)(=O)CC)CC2)cc1OC
10) Cc1ccc(-c2n[nH]c(=S)n2/N=C/c2ccc(C)o2)cc1
11) CCCNC(=O)C1CCN(S(=O)(=O)c2ccc(-c3nn[nH]n3)cc2)CC1
12) C/C(Cn1cnc([N+](=O)[O-])n1)=N\NC(=O)c1cccnc1
13) Cc1cccc(OCC(=O)Nc2ccc(N3CCCC3)cc2)c1C
14) CCCCCn1c(=O)c(C(=O)c2ccccc2)nc2ccccc21
15) Brc1ccc(-c2nnc3n2-c2ccccc2CC3)cc1
16) CCCN(CCC)CCNC(=O)C1CC(=O)N(c2ccc(OC)cc2)C1c1ccc(OC)cc1 (stereo not given)
compound no.	9	10	11	12	13	14	15	16
NPY Y2 blocker	2	5	-1	2	x	2	5	1
MRP-1 activ	-1.9	-1.0	-1.7	-0.2	-3.7	-3.4	-0.6	-2.4
Measles CPE	10	17	11	7	3	4	6	24
GALR2 blocker	-5	1	-4	4	x	-8	4	5
BB579 growth dn	-11	-29	-36	-10	-17	-53	-40	-27
PTEN del growth	87	99	113	101	87	67	109	83
bCat KO growth	92	101	101	87	64	77	98	78
E-sel TNF inh	13	x	x	-9	x	10	-19	6
Phagocytosis inh	x	5	0	-1	0	x	-1	x
Yeast lifespan up	-18	-1	-5	2	x	0	-19	-3

17) CC(C)c1ccc(C(=O)NCCCN2CCN(CCCNC(=O)c3ccc(C(C)C)cc3)CC2)cc1
18) O=C1CCN=C(Nc2ccc(F)cc2)N1Cc1ccccc1
19) CCOC(=O)CC(NS(=O)(=O)c1ccc(OC)c(OC)c1)c1cccc([N+](=O)[O-])c1 (stereo not given)
20) COC(=O)c1ccsc1NC(=O)CSc1nnnn1Cc1ccccc1
21) Cc1ccc2c(c1)c(-c1ccccc1)nc1nncn12
22) O=S(=O)(/N=C(\c1ccc(Cl)cc1)N1CCOCC1)c1ccccc1
23) CCn1c(-c2ccsc2)nc2c1c(=O)[nH]c(=O)n2Cc1ccccc1
24) CC(=O)Nc1ccc(N2C(=O)CSC2c2ccc(F)cc2)cc1 (stereo not given)
compound no.	17	18	19	20	21	22	23	24
NPY Y2 blocker	9	3	2	3	2	-1	3	2
MRP-1 activ	-4.9	-0.9	-0.1	-3.9	-0.4	-1.2	-1.2	-2.8
Measles CPE	10	4	2	9	6	6	2	14
GALR2 blocker	-8	-7	7	10	1	1	0	12
BB579 growth dn	-29	-10	-11	-3	0	-19	-46	-32
PTEN del growth	2.0*	92	96	83	90	104	104	87
bCat KO growth	1.5*	96	99	91	95	96	100	93
E-sel TNF inh	x	12	x	-2	-27	x	0	x
Phagocytosis inh	-2	0	x	x	0	-9	-1	-4
Yeast lifespan up	1	-8	2	4	-11	3	-11	0

25) N#Cc1ccccc1NC(=O)c1cccc(COc2ccc(Cl)cc2Cl)c1
26) COc1ccc(-c2nn3c(-c4ccccc4)nnc3s2)cc1OC
27) CC(Sc1nnc(Cn2c(=O)sc3ccccc32)n1C)c1ccccc1 (stereo not given)
28) O=C(Nc1ccccc1C(=O)NCc1ccccc1)c1ccccc1Br
29) C=CCC(NC(C)c1ccccc1)c1ccco1 (stereo not given)
30) CCN(C(=O)CCS(=O)(=O)c1ccc(Br)cc1)c1ccc2c(c1)OCO2
31) O=C(CN1C(=O)c2cccc3cccc(c23)C1=O)N1CCN(Cc2ccc3c(c2)OCO3)CC1
32) COc1ccc(-n2c(SCCC(=O)O)nnc2-c2ccncc2)cc1
compound no.	25	26	27	28	29	30	31	32
NPY Y2 blocker	4	1	5	0	-1	3	1	1
MRP-1 activ	-0.7	-1.4	-0.9	0.4	-0.8	-0.7	-1.1	-1.8
Measles CPE	3	7	51*	19	8	27	3	2
GALR2 blocker	16	-8	7	12	12	-12	9	14
BB579 growth dn	-29	-29	-45	-17	6	-20	-45	-19
PTEN del growth	72	89	93	81	103	87	88	98
bCat KO growth	72	79	87	89	93	97	76	91
E-sel TNF inh	x	-22	-6	x	0	96*	-20	-9
Phagocytosis inh	-2	0	x	-15	x	2	0	-1
Yeast lifespan up	-1	-8	-1	-11	-9	1	-10	-3

33) CCNC(=O)COc1cccc(C(=O)NCc2ccccc2)c1
34) Cc1ccc(C(C(=O)NC2CCCC2)N(C(=O)Cc2cccs2)c2ccc3c(c2)OCCO3)cc1 (stereo not given)
35) CC1=C(C)CC(C(=O)NCCc2ccccc2)C(C(=O)O)C1 (stereo not given)
36) CCOc1ccc(N2C(=O)CC(n3nc(C)cc3C)C2=O)cc1 (stereo not given)
37) Cc1ccc2nc(C(O)C(O)c3nc4ccc(C)cc4[nH]3)[nH]c2c1 (stereo not given)
38) O=C(CSc1ccccc1)Nc1cc(Cl)ccc1Oc1ccccc1
39) CCn1c2ccccc2c2nc3cc(S(=O)(=O)N4CCOCC4)ccc3nc21
40) CCOC(=O)CN(C(=O)CSc1nnc(Cc2ccccc2)n1-c1ccc(C)cc1)c1ccccc1
compound no.	33	34	35	36	37	38	39	40
NPY Y2 blocker	3	3	4	4	5	3	1	3
MRP-1 activ	-0.8	-0.5	-1.7	-2.3	-1.6	-1.2	-2.5	-0.1
Measles CPE	3	15	8	26	6	9	15	15
GALR2 blocker	2	-3	-10	1	-21	-12	-19	-8
BB579 growth dn	-5	-22	-23	-38	-12	-16	9	-33
PTEN del growth	97	21	96	91	98	78	84	83
bCat KO growth	96	45	101	96	109	70	69	88
E-sel TNF inh	x	-21	-4	-7	9	4	x	3
Phagocytosis inh	-4	0	-1	x	-2	-7	0	x
Yeast lifespan up	-2	-4	-2	-3	-24	-5	-1	x

41) COc1ccc(CCN2C(=O)CC(NNC(=O)c3ccccc3Br)C2=O)cc1 (stereo not given)
42) O=C(Nc1cccc(-c2nc3ncccc3o2)c1)c1cc2ccccc2o1
43) O=C1c2ccccc2N2C(=O)c3ccccc3[C@H]2N1c1ccccc1
44) CCOc1cc(S(=O)(=O)N2CCN(c3ccc(F)cc3)CC2)c(OCC)cc1-n1cnnn1
45) CC1Cc2ccccc2N1C(=O)Cn1c(=O)oc2cc(S(=O)(=O)NC3CCCC3)ccc21 (stereo not given)
46) CC(C)CC1=NN(C(=O)c2ccncc2)C(O)(C(F)(F)F)C1 (stereo not given)
47) CN(CC(=O)NC1CCCCCCC1)S(=O)(=O)c1cccc2cccnc12
48) S=C1NC2(CCCCC2)Cc2ccccc21
compound no.	41	42	43	44	45	46	47	48
NPY Y2 blocker	1	9	9	-1	-3	4	3	5
MRP-1 activ	-1.2	-2.8	-1.5	-0.8	-2.5	0.6	-0.3	0.2
Measles CPE	32	3	3	4	10	7	10	2
GALR2 blocker	-9	16	8	-2	-9	-15	6	-2
BB579 growth dn	-32	-23	-85	5	13	-41	-50	-35
PTEN del growth	98	77	73	83	89	103	87	72
bCat KO growth	92	94	73	76	79	108	94	68
E-sel TNF inh	x	21	13	38	-11	-14	x	8
Phagocytosis inh	-6	0	0	-1	x	-3	0	-6
Yeast lifespan up	1	-24	-13	-6	-12	19	-9	1

49) CCCOC(=O)C1=C(C)NC2=C(C(=O)CCC2)C1c1cccc(OC)c1OC (stereo not given)
50) Cc1ccc(NC(=O)Cc2nn(C)c(=O)c3ccccc23)cc1F
51) CCc1ccc(NC2=CC(=O)CC(c3ccco3)C2)cc1 (stereo not given)
52) Cc1ccnc(NS(=O)(=O)c2ccc(NS(=O)(=O)Cc3ccccc3)cc2)n1
53) COc1ccccc1Nc1nc(N)nc(-c2cc3ccccc3o2)n1
54) COc1ccc(C(=O)c2cn[nH]c2-c2cc(Cl)ccc2O)cc1
compound no.	49	50	51	52	53	54
NPY Y2 blocker	4	4	2	1	8	0
MRP-1 activ	-2.0	-0.6	-3.1	-1.2	4.5	-1.5
Measles CPE	5	10	13	6	12	17
GALR2 blocker	-11	21	-4	-8	-2	5
BB579 growth dn	-31	-34	-10	-42	-7	-2
PTEN del growth	88	67	61	104	81	69
bCat KO growth	86	67	57	102	97	86
E-sel TNF inh	x	8	-5	-11	-2	16
Phagocytosis inh	-1	-2	-1	0	0	0
Yeast lifespan up	2	-1	-8	-6	-27	-16

Screens deposited in PubChem BioAssay by several laboratories.
